# tuberculosis growth = growth inhibition of non-replicating M. tuberculosis (AID 488890). actives 0.39% (n = 320,000). inhibition, % at 25 µM, or IC50 in µM where a hit was titrated. Mycobacterium tuberculosis non-replicating, growth inhibition; higher % means a stronger effect; in the data active means a potency from the dose series; inconclusive means inhibition mostly from about 82% at the one dose, without a potency; inactive means the rest, 99 in 100 with inhibition below about 76%;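 further: plate controls were DMSO cells for no effect and high antibiotic wells for full effect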
# influenza NS1A = NS1A inhibition, H1N1 influenza, cell based functional assay (AID 504329); NS1A functional cell-based assay, percent inhibition; higher % means a stronger effect; inhibition, % at 12.5 µM; hits with a dose series show IC50 in µM; actives 0.3% (n = 340,000); in the data active means a potency from the dose series; inconclusive means inhibition above about 27% without an active follow-up result; further: strong numbers were not always called active
# VEEV TC-83 Vero = inhibitors of VEEV TC-83 cytopathic effect, confirmation, Vero cells (AID 588727); Vero cells, VEEV TC-83 cytopathic effect inhibition; higher % means a stronger effect; inhibition, % at 20 µM; hits with a dose series show IC50 in µM; actives 0.13% (n = 350,000); in the data active means a potency from the dose series; inconclusive means inhibition mostly from about 14% at the one dose, without a potency; inactive means the rest, 99 in 100 with inhibition below about 12%; further: strong numbers were not always called active
# M. tuberculosis HTS = M. tuberculosis growth inhibition, HTS (AID 449762) | actives 0.59% (n = 330,000) | one-dose inhibition, % at 25 µM; IC50 in µM for titrated hits | M. tuberculosis H37Rv growth inhibition, 7H9 media; higher % means a stronger effect; in the data active means a potency from the dose series; inconclusive means inhibition above about 70% without an active follow-up result;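 further: bacterial growth assessed after seven days of incubation; strong numbers were not always called active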
# Salmonella PhoP GFP = PhoP regulon inhibitors, Salmonella typhi PhoP promoter GFP reporter, confirmatory (AID 1850); Salmonella Typhi PhoP-promoter GFP reporter, fluorescence, 4 h; higher % means a stronger effect; one-dose inhibition, % at 50 µM; IC50 in µM for titrated hits; actives 0.33% (n = 310,000); in the data active means a potency from the dose series; inconclusive means inhibition mostly from about 25% at the one dose, without a potency; inactive means the rest, 99 in 100 with inhibition below about 19%;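 further: 0% = induced wells with vehicle and 100% = uninduced wells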
# VEEV TC-83 Vero 10K pilot screen = also measured in VEEV TC-83 Vero; calls as there; inhibition, %; measured here: 10K pilot screen inhibition
# Active calls of the source: *; i = inactive; u = inconclusive; x = no result given.
# Sample of the layout (7 entries):
SMILES,tuberculosis growth,influenza NS1A,VEEV TC-83 Vero,M. tuberculosis HTS,Salmonella PhoP GFP,others
Cc1ccc(-c2cc(-c3ccc(Cl)cc3)c(C#N)c(N)n2)o1,u,4%,3.3%,5%,3%,
COC(=O)C1C2c3ccccc3OC1(C)N=c1s/c(=C/c3cnn(C)c3C)c(=O)n12 (configuration not stated),u,9%,11%,0.97µM*,-2%,
Cc1ccc2c(C)c(C(=O)Nc3c(C)n(C)n(-c4ccccc4)c3=O)oc2c1C,8%,-8%,0.2%,10%,7%,
COc1ccc(N2CCN(c3nccs3)CC2)cc1,20%,8%,0.9%,-8%,4%,
O=[N+]([O-])c1ccc(C2(O)CN(c3ccccc3)C3=[N+]2CCS3)cc1 (configuration not stated),11%,-5%,3.9%,0%,13%,
Cc1ccc(-c2nn3c(C)nnc3c3ccccc23)cc1S(=O)(=O)N1CCN(CCO)CC1,-4%,-3%,0.8%,-7%,-9%,
CC1=C(C(=O)OCC(C)C)C(c2cccs2)NC(=S)N1 (configuration not stated),25%,-3%,0.6%,-4%,3%,

# The whole of this part (from the top)
SMILES,tuberculosis growth,influenza NS1A,VEEV TC-83 Vero,M. tuberculosis HTS,Salmonella PhoP GFP,others
Cc1ccc(-c2cc(-c3ccc(Cl)cc3)c(C#N)c(N)n2)o1,u,4%,3.3%,5%,3%,
COC(=O)C1C2c3ccccc3OC1(C)N=c1s/c(=C/c3cnn(C)c3C)c(=O)n12 (configuration not stated),u,9%,11%,0.97µM*,-2%,
Cc1ccc2c(C)c(C(=O)Nc3c(C)n(C)n(-c4ccccc4)c3=O)oc2c1C,8%,-8%,0.2%,10%,7%,
COc1ccc(N2CCN(c3nccs3)CC2)cc1,20%,8%,0.9%,-8%,4%,
O=[N+]([O-])c1ccc(C2(O)CN(c3ccccc3)C3=[N+]2CCS3)cc1 (configuration not stated),11%,-5%,3.9%,0%,13%,
Cc1ccc(-c2nn3c(C)nnc3c3ccccc23)cc1S(=O)(=O)N1CCN(CCO)CC1,-4%,-3%,0.8%,-7%,-9%,
CC1=C(C(=O)OCC(C)C)C(c2cccs2)NC(=S)N1 (configuration not stated),25%,-3%,0.6%,-4%,3%,
COc1ccc(CCN(C(=O)C(F)(F)F)C(C(=O)NC2CCCC2)c2cccs2)cc1 (configuration not stated),12%,-12%,0.7%,6%,38%,
Cc1ccc(SCc2ccc(C(=O)N3CCCC3)cc2)cc1,73%,11%,2.0%,-4%,7%,
CSc1cccc(NC(=O)c2cc(S(=O)(=O)N3CCCCC3)c[nH]2)c1,-21%,-2%,2.2%,-1%,-13%,

# Next part; the last 5 above are carried over.
SMILES,tuberculosis growth,influenza NS1A,VEEV TC-83 Vero,M. tuberculosis HTS,Salmonella PhoP GFP,others
Cc1ccc(-c2nn3c(C)nnc3c3ccccc23)cc1S(=O)(=O)N1CCN(CCO)CC1,-4%,-3%,0.8%,-7%,-9%,
CC1=C(C(=O)OCC(C)C)C(c2cccs2)NC(=S)N1 (configuration not stated),25%,-3%,0.6%,-4%,3%,
COc1ccc(CCN(C(=O)C(F)(F)F)C(C(=O)NC2CCCC2)c2cccs2)cc1 (configuration not stated),12%,-12%,0.7%,6%,38%,
Cc1ccc(SCc2ccc(C(=O)N3CCCC3)cc2)cc1,73%,11%,2.0%,-4%,7%,
CSc1cccc(NC(=O)c2cc(S(=O)(=O)N3CCCCC3)c[nH]2)c1,-21%,-2%,2.2%,-1%,-13%,
COC(=O)C1=C(C)N=C2SC(C#N)=C(N)N2C1c1ccc(OCc2ccccc2)cc1 (configuration not stated),10%,-3%,6.9%,u,0%,
CC(Sc1nnc(-c2ccco2)n1N)C(=O)NC1CCCCC1C (configuration not stated),-2%,-5%,0.8%,-11%,x,
O=C(N/N=C/c1cccc(OC2CSC2)c1)c1ccccc1O,5%,-2%,0.4%,11%,-5%,
CCOCc1c(C(=O)Nc2ccc3nc(N4CCOCC4)sc3c2)oc2ccccc12,31%,1%,7.2%,12%,x,
Cc1ccc(CNC(=O)c2cccc(-n3cnnn3)c2)cc1,-15%,5%,0.9%,7%,-1%,VEEV TC-83 Vero 10K pilot screen=0.4
CCCNS(=O)(=O)c1cc2c(cc1Br)CCN2C(=O)CC,x,8%,i,x,x,
O=C(Cc1ccccc1)NNC(=O)C1CCN(c2ncccn2)CC1,-16%,-2%,1.4%,-7%,-19%,
CN(C)c1ccc(NC(=O)CSc2nnc(-c3cccs3)n2Cc2ccco2)cc1,8%,17%,0.5%,-10%,-6%,
Cc1c(C(=O)Nc2ccccc2)sc2ncn(CC(=O)N3CCCCC3)c(=O)c12,6%,-5%,1.6%,2%,-20%,
CC(C)=CCN1CCNC(=O)C1CC(=O)NCc1nc(C)c(C)s1 (configuration not stated),-4%,-16%,2.4%,-4%,4%,
CC1(C)Cc2c(sc3nc(-c4cccs4)n(N)c(=O)c23)CO1,9%,1%,i,7%,-3%,
O=C(/C=C/c1ccco1)NC(=S)Nc1ccc(C(=O)O)cc1,-7%,19%,1.2%,5%,3%,
COc1ccc(Br)cc1/C=C/C(=O)NCC(=O)O,-2%,-3%,0.7%,4%,0%,
O=C(/C=C/c1ccc(Cl)cc1)N(c1ccccn1)C1CCCCC1,77%,-4%,5.0%,18%,5%,
Cc1nc2nc[nH]n2c(=O)c1NS(=O)(=O)c1ccc(C(C)(C)C)cc1,-2%,-5%,1.3%,-1%,6%,
CSc1nc2ccc(S(=O)(=O)N3CCCC3)cc2s1,2%,1%,i,-3%,-9%,
Cc1noc(C)c1NC(=O)N(C)C[C@H]1Oc2ccc(NC(=O)Cn3cnnn3)cc2C(=O)N([C@H](C)CO)C[C@@H]1C,-10%,-8%,i,-9%,x,
Cc1ccc(CN2CCN(C(=O)c3ccco3)CC2)cc1,-5%,-17%,2.5%,-10%,-8%,
Cc1ccc2c(c1)N(Cc1ccccn1)C(=O)C(C)O2 (configuration not stated),5%,-11%,1.6%,-3%,-6%,
COc1ccc(S(=O)(=O)N2CCC3(CC2)OCCN3S(=O)(=O)c2cccs2)cc1,0%,-12%,i,-1%,13%,
COc1ccc(NC(=O)CSc2nc3ccccc3n2-c2ccccc2)c([N+](=O)[O-])c1,-6%,0%,0.7%,-1%,-9%,
COc1ccc(S(=O)(=O)N2CCCCCC2)cc1NC(=O)CN1C(=O)NC(C)(c2ccccc2)C1=O (configuration not stated),57%,-9%,4.0%,56%,2%,
COc1ccc(NC(C)=[N+](C)CCNS(=O)(=O)c2ccc(Cl)cc2)cc1,16%,-10%,i,u,-5%,
O=C(NCCCN1CCCC1=O)c1cccc(C(F)(F)F)c1,0%,-10%,2.2%,-3%,5%,
COCC(=O)Nc1c(C(=O)Nc2ccc3c(c2)OCO3)oc2ccccc12,-8%,-4%,2.7%,0%,-36%,
CN(CC(=O)N1CCc2ccccc21)S(=O)(=O)c1cccs1,6%,-5%,0.6%,4%,-6%,
CCOc1ccc2[nH]c3c(NCCO)ncnc3c2c1,2%,-8%,1.3%,6%,9%,
CCOC(=O)CN1CC23C=CC(O2)C(C(=O)NCc2ccc(C)cc2)C3C1=O (configuration not stated),-12%,4%,1.2%,-6%,1%,VEEV TC-83 Vero 10K pilot screen=0.3
CCOc1ccc(OCc2cccc(C(=O)Nc3ccc(CN4CCCCC4)cc3)c2)cc1,u,22%,u,10%,2%,
COCCCn1c(Cc2csc(Nc3ccccc3)n2)nnc1SCC(N)=O,4%,17%,6.2%,-2%,6%,
Cc1sc(NC(=O)c2ccccc2F)c(CN2CCCCC2C)c1C (configuration not stated),1%,-2%,i,-11%,-7%,
CSc1cccc(NC(=S)N2CCCN(Cc3ccc(F)cc3)C2)c1,21%,-7%,0.2%,1%,5%,
CCNc1nc(-c2cc(C)n(Cc3ccco3)c2C)cs1,-13%,7%,1.4%,-2%,-8%,
CCCN(CCC)CCNC(=O)C1(O)c2ccccc2NC(=O)N1c1cccc(OC)c1 (configuration not stated),-7%,-8%,i,1%,0%,
Cc1ccc(SCc2nc(-c3ccccn3)no2)cc1,56%,9%,1.8%,2%,1%,
O=C(NNc1ncccc1Cl)c1c(Cl)cccc1Cl,27%,-2%,1.3%,3%,16%,
Cc1ccc(S(=O)(=O)N(CCC(=O)NCC(c2ccccc2)N(C)C)c2ccccc2)cc1 (configuration not stated),x,-4%,0.4%,x,x,
COc1ccccc1NC1=C(Cl)C(=O)N(C2CCCCC2)C1=O,14%,-6%,i,0%,-6%,
COc1ccc(S(=O)(=O)Nc2cccnc2)cc1OC,17%,-3%,i,-2%,-3%,
CN(C)C(CNC(=O)C1CCN(S(=O)(=O)c2ccc(Cl)cc2)CC1)c1ccccc1 (configuration not stated),17%,5%,0.5%,3%,-1%,
COc1ccccc1N(CC(=O)NCc1ccccc1)C(=O)CCC(=O)Nc1nccs1,-10%,0%,0.2%,-2%,14%,
COc1ccc(S(=O)(=O)Nc2cccc3c2O[C@@H](CN(C)Cc2ccc(C(=O)O)cc2)[C@@H](C)CN([C@H](C)CO)C3=O)cc1,11%,-2%,i,2%,x,
CCC1CCCCN1CCCNC(=O)C1CCCN(S(=O)(=O)N2CC(C)CC(C)C2)C1 (configuration not stated),22%,-1%,i,3%,-17%,
Cc1ccc(OCC(=O)NCc2ccc3c(c2)OCO3)c([N+](=O)[O-])n1,17%,0%,6.4%,-2%,-4%,
O=c1[nH]cc(S(=O)(=O)NCc2ccccc2)c(=O)[nH]1,-10%,5%,3.8%,-2%,2%,
COc1cc(OC)cc(C(=O)N[C@H](C(=O)NNC(=O)c2ccc(Br)cc2)C(C)C)c1,-6%,4%,2.6%,-3%,x,
CC1(c2nnc(-c3cccc(Cl)c3)o2)CC(c2c(Cl)cccc2Cl)=NO1 (configuration not stated),-2%,-12%,2.8%,2%,-13%,
COc1ccc(NC(=O)CSc2nnc(CNc3ccc(F)cc3)o2)c(OC)c1,6%,-3%,1.5%,-3%,-3%,
CN(C)/C(=N\S(=O)(=O)c1ccccc1)c1ccc([N+](=O)[O-])cc1,5%,13%,0.8%,2%,-6%,
COc1cc(C2C(C(C)=O)=C(C)Nc3ncnn32)ccc1O (configuration not stated),-13%,-8%,1.8%,-9%,-6%,
# Further compounds:
SMILES,tuberculosis growth,influenza NS1A,VEEV TC-83 Vero,M. tuberculosis HTS,Salmonella PhoP GFP,others
COc1ccc(C(CNC(=O)c2cccc(NS(=O)(=O)c3ccccc3)c2)N(C)C)cc1 (configuration not stated),6%,-2%,1.7%,-12%,-2%,
COc1ccc(C)cc1NS(=O)(=O)c1ccc2c(c1)NC(=O)C(C)S2 (configuration not stated),23%,-1%,1.1%,7%,-6%,
Cn1c(Cn2c(=O)sc3ccccc32)nnc1SCC(=O)NCc1ccco1,1%,-1%,i,3%,-4%,
O=[N+]([O-])c1ccc(Sc2ccccn2)nc1,7%,3%,0.1%,5%,4%,
CC(C)(C)c1ccc(S(=O)(=O)N2CCN(c3ncccn3)CC2)cc1,-1%,-6%,i,-2%,13%,
COc1cc(CCC(=O)OCC(=O)Nc2ccc(C)cc2Cl)cc(OC)c1OC,33%,-11%,i,-6%,0%,
CC(C)/C=C1\CC/C(=C\c2ccc(N(C)C)cc2)C1=O,30%,-9%,2.2%,0%,-21%,
CCOC(=O)C1CCN(C(=O)COC(=O)Cc2ccc(Cl)cc2)CC1,48%,-11%,1.4%,0%,0%,
O=C(CSc1nnc(-c2ccncc2)n1-c1ccccc1)NC1CC1,3%,8%,i,-5%,-3%,
O=C(Oc1c(CN2CCOCC2)cc(Cl)c2cccnc12)c1ccc(F)cc1,u,6%,0.1%,u,3%,
Cc1cccc(NC(=O)c2nc[nH]c2C(=O)N[C@@H](C)c2ccccc2)c1,u,-3%,2.5%,u,x,
CC(=O)OC1COC(N2CCc3cc(Br)c([N+](=O)[O-])cc32)C(OC(C)=O)C1OC(C)=O (configuration not stated),10%,8%,6.2%,x,-10%,
O=C(NCCCN1CCC(Cc2ccccc2)CC1)C1CCC(=O)N1C1CCCC1 (configuration not stated),x,6%,0.2%,-6%,-4%,
COc1ccc(C(CNC(=O)c2cccc(S(=O)(=O)Nc3ccc(C)cc3)c2)N2CCCCC2)cc1 (configuration not stated),18%,3%,i,u,-1%,
CCOc1ccccc1NC(=O)Cc1c(F)cccc1Cl,-9%,2%,1.8%,-2%,-1%,
COc1ccc(C(=O)Nc2cccc(NC(C)=O)c2)cc1OC,4%,1%,3.6%,-3%,-10%,
Cc1cc(OCC(=O)N2CCCCCC2)ccc1[N+](=O)[O-],7%,-6%,i,-13%,-7%,
CCOc1cc(CNCCO)cc(Br)c1OCc1ccccc1,x,5%,3.5%,55%,2%,
Clc1ccc2nc(CSc3nc4ccccc4o3)cn2c1,78%,-4%,0.5%,-15%,-1%,
COc1ccc(CCNC(=O)CCCn2c(=O)c3cccn3c3cccnc32)c(OC)c1,8%,4%,4.9%,7%,10%,

# Assay outcomes as filed in PubChem.
